4MU fluor: 4-MU region autofluorescence; max dye-equivalent concentration, M; compound autofluorescence, 340/450 nm, 4-MU equivalents; active compounds read high; AID 589; hit rate 11% among 59,000; in the data active = max dye-equivalent concentration above about 10 nM; inconclusive = mostly about 1.1 nM to 9.6 nM
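Compounds in 100 mM Tris, pH 8.0, sat 15 min at room temperature before fluorescence was read at 340 nm excitation/450 nm emission; a per-plate six-point 4-MU standard curve converted signals to dye-equivalent concentration at each compound concentration.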
BRCT PPI green: blocks human BRCA1 BRCT binding to phosphopeptide, green readout | P38398 | BRCA1 BRCT-phosphopeptide binding, green fluorescence polarization | Potency, µM (titrated, usually from 76.9 µM), without a hit: at the top dose activity change, negative = inhibition, actives largely listed as inhibitors | hit rate 0.05% among 75,000 | AID 875;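 note: potency is the fitted concentration of half-maximal effect; plate controls were peptide without protein for full effect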
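Fluorescence polarization: His-tagged BRCT (~35 kDa BRCA1 C-terminus, 250 nM) bound to 100 nM fluorescein-labeled phosphorylated 10-aa BACH1 peptide, pH 7.3 phosphate buffer with DTT and Tween 20. Compounds incubated 12 min at room temperature; inhibition read as lowered polarization.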
Caspase-1 inhib: caspase-1 (human) inhibition, allosteric or competitive; P29466; Caspase-1 enzyme, Ac-WEHD-AFC fluorogenic rate; Potency, µM (highest dose often 57.5 µM), for the others: at the top dose activity change, negative = inhibition, usual class: inhibitors; hit rate 0.03% among 75,000; AID 900;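 note: potency is the fitted concentration of half-maximal effect; plate controls were vehicle for no effect and no substrate for full effect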
Texas Red fluor: compounds fluorescent in Texas Red spectral region. Compound fluorescence, Texas Red channel, 547/618 nm; active compounds read high. max dye-equivalent concentration, M. hit rate 0.06% among 59,000; in the data active = max dye-equivalent concentration above about 10 nM; inconclusive = between about 1.1 nM and that limit
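Compound fluorescence was read after 15 min at room temperature in 100 mM Tris, pH 8.0, using 547 nm excitation and 618 nm emission across a concentration series. It was expressed as Texas Red dye-equivalent concentration from an on-plate standard curve.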
BRCT PPI red: disrupts BRCA1 BRCT binding to phosphoprotein, red fluorophore readout | AID 892 | hit rate 0.03% among 75,000 | Potency, µM (series often up to 76.9 µM), without a hit: top-dose activity change, negative = inhibition, most hits filed as inhibitors | BRCT-phosphopeptide binding, red fluorescence polarization | P38398; note: % is set by controls: 0 for no effect and ±100 for the full control effect
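Fluorescence polarization: 100 nM His-tagged BRCA1 BRCT with 100 nM TAMRA-labelled phospho-BACH1 decapeptide, phosphate buffer pH 7.3 with 150 mM NaCl, DTT, 0.01% Tween 20; 12 min RT. Binding inhibition seen as FP decrease.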
USP2a inhib: inhibitors of human ubiquitin-specific protease USP2a; O75604; USP2a enzymatic assay, qHTS inhibition; Potency, µM (doses to about 38.3 µM), inactives show top-dose activity change, negative = inhibition, hits mostly inhibitors; hit rate 0.1% among 60,000;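 note: potency is the fitted concentration of half-maximal effect; nearly all actives have a fitted effect of over 60% in size; plate controls were DMSO for no effect and NEM full inhibition control for full effect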
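USP2 core (20 nM final) was preincubated with compound for 30 min at RT in 20 mM Tris-HCl pH 8.0, 2 mM CaCl2, 2 mM beta-mercaptoethanol; Ub-PLA2 (20 nM) plus NBD C6-HPC (20 uM) then added, fluorescence read after 2.5 h.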
Rhodamine fluor: rhodamine region autofluorescence; Rhodamine-region fluorescence, 547/598 nm, Tris buffer; active compounds read high; max dye-equivalent concentration, M; hit rate 0.05% among 59,000; AID 594; in the data active = max dye-equivalent concentration above about 11 nM; inconclusive = between about 1.1 nM and that limit
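qHTS spectral profiling of compounds without any target or enzyme present, in pH 8.0 Tris buffer; plates were read after a 15-minute room-temperature incubation using the rhodamine-region filter set.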
Caspase-7 inhib: caspase-7 (human) inhibition, allosteric or competitive. Potency, µM (series often up to 57.5 µM), for inactives: at the top dose activity change, negative = inhibition, most hits filed as inhibitors. AID 889. P55210. hit rate 0.02% among 75,000. recombinant caspase-7, Ac-DEVD-AFC fluorescence rate; active = well fitted inhibition curve with a large enough effect in the main read-out, with a control signal flat, not every such curve was filed as active; inconclusive = small, poorly fitted or top-dose-only effect, or a change in a side signal; note: potency is the fitted concentration of half-maximal effect; % of control where 0% means no effect
HEK293 cAMP cs: counter-screen for TSHR agonists: cAMP increase in parental HEK293 | Potency, µM (series often up to 57.1 µM), for inactives: at the top dose activation, most hits filed as activators | hit rate 2.5% among 73,000 | parental HEK293 CNG cAMP sensor, membrane potential fluorescence; note: potency is the fitted concentration of half-maximal effect; % of control where 0% means no effect; nearly all actives have a fitted effect of over 55% in size
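Counterscreen for endogenous-receptor signalling: CNG-channel HEK 293 cells report cAMP rise by membrane depolarization. After 60 min dye equilibration with 100 uM RO 20-1724, compounds incubated 30 min before bottom-read fluorescence at 590 nm.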
A350 autofl: compound fluoresces in the Alexa 350 spectral region. hit rate 11% among 59,000. max dye-equivalent concentration, M. Compound autofluorescence, 340/450 nm, Alexa 350 dye-equivalents; active compounds read high; in the data active = max dye-equivalent concentration above about 10 nM; inconclusive = mostly about 1.1 nM to 9.6 nM
Fluorescein autfl: compound autofluorescence in fluorescein spectral region. Compound autofluorescence, 480/540 nm, fluorescein-equivalent; active compounds read high. max fluorescein-equivalent concentration, M. hit rate 0.91% among 59,000. AID 593; in the data active = max fluorescein-equivalent concentration above about 10 nM; inconclusive = between about 1.1 nM and that limit
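Tris 100 mM pH 8.0; 15 min RT; CCD read, ex 480/em 540 nm. Output: fluorescein-equivalent concentration per compound concentration, from six-point dye series on each plate.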
Active calls of the source: *; i = inactive; ? = inconclusive; · = not tested or not shown; [ ] = dose if it differs, or a comment. Unless noted, calls come from the whole dose curve; as a rule, active = well fitted curve in the direction sought with a large enough effect; inconclusive = small, poorly fitted or top-dose-only effect, or another doubt; inactive = no such curve, though single readings can be large; an effect the other way counts as inactive or inconclusive.

Value order – 4MU fluor | BRCT PPI green | Caspase-1 inhib | Texas Red fluor | BRCT PPI red | USP2a inhib | Rhodamine fluor | Caspase-7 inhib | HEK293 cAMP cs | A350 autofl | Fluorescein autfl
- COc1ccccc1N1CCN(C(c2cccs2)c2nnnn2C2CCCC2)CC1 (stereo unspecified)
 : i | -0.6% | -3.0% | i | 0.5% | 18.8% | i | -0.7% | 12.6µM* | i | i
- O=C(Nc1ccc2oc(-c3ccncc3)nc2c1)c1ccccc1F
 : 3.15e-07M* | 5.0% | -8.2% | ? | -2.0% | 2.3% | i | -5.9% | 15.2% | 4.42e-07M* | i
- COc1cc(C(=O)N(Cc2ccc(N(C)C)cc2)C2CCS(=O)(=O)C2)cc(OC)c1OC (stereo unspecified)
 : i | -1.4% | 0.4% | ? | -2.5% | 10.2% | i | -0.3% | -0.7% | i | i
- CCC(=O)Nc1nc(CC(=O)Nc2ccccc2)cs1
 : i | -2.9% | 1.2% | i | 1.0% | 0.1% | i | 0.8% | 5.0% | i | ?
- COc1ccccc1-c1nn2c(-c3ccc(C(C)(C)C)cc3)nnc2s1
 : i | · | · | i | · | · | i | · | · | i | ?
- CN(Cc1ccccc1)C(=O)c1ccccc1NC(=O)c1ccco1
 : i | -1.4% | -3.4% | i | -2.0% | -5.7% | i | -4.8% | 9.8% | i | i
- Cc1nn2c(nc1=O)SCC(c1ccccc1)=N2
 : i | 1.6% | 1.7% | i | 0.3% | -1.4% | i | 0.4% | ? | i | i
- COc1ccccc1CNc1ccc(N2CCOCC2)c(C(=O)O)c1
 : 1.14e-08M* | 2.0% | 2.6% | i | -0.5% | 4.0% | i | -2.6% | 0.5% | 1.36e-08M* | i
- O=C(c1ccco1)N1CCN(S(=O)(=O)c2ccc3c(c2)CCN3C(=O)C2CC2)CC1
 : i | -0.8% | 0.7% | i | -0.4% | 15.0% | i | -0.1% | 9.7% | i | i
- Cc1ccc(NC(=O)CS(=O)CC(=O)NCCCN(C)c2ccccc2)cc1 (stereo unspecified)
 : i | -2.1% | 1.2% | i | -0.7% | 60.2%[activator] | i | -0.5% | -5.8% | i | i
- COC(=O)CN(n1cnnc1)S(=O)(=O)c1ccc(C)cc1
 : i | 0.1% | 0.1% | i | -1.3% | 4.1% | i | 2.0% | 2.7% | i | i
- CCOc1ccccc1Nc1ncnc2c1cnn2-c1ccccc1
 : · | -2.6% | -3.0% | · | 1.0% | · | · | -2.3% | -3.3% | · | ·
- O=C(c1ccc(F)cc1)c1cc2ccccc2o1
 : · | -0.4% | -0.9% | · | 0.1% | -2.0%[7.66 µM] | · | 1.4% | 12.8%[11.4 µM] | · | ·
- COc1ccccc1NC(=O)C(C/C=C(\C)Cl)C(C)=O (stereo unspecified)
 : · | 0.7% | -3.3% | · | -0.3% | · | · | -0.3% | ? | · | ·
- CSc1ncc(Cl)c(C(=O)NCc2ccc3c(c2)OCO3)n1
 : i | 2.2% | -1.8% | i | 0.6% | -2.4% | i | 0.1% | 13.2% | i | i
- O=c1c2ccccc2ncn1-c1ccc2c(c1)OCCO2
 : · | -4.2% | -4.1% | · | 0.3% | · | · | -0.1% | 6.6% | · | ·
- CC1Cc2ccccc2N1C(=O)C12CCC(C)(C(=O)C1)C2(C)C (stereo unspecified)
 : · | -0.4% | -2.1% | · | 0.6% | 8.7% | · | -2.5% | 15.5% | · | ·
- CN(c1ccc(C(=O)NCCSCc2ccco2)cc1)S(C)(=O)=O
 : i | -1.1% | 0.2% | i | 0.0% | 5.3% | i | -7.3% | 6.9% | i | i
- c1ccc2c(c1)[nH]c1nc(SCCN3CCOCC3)nnc12
 : i | -0.5% | 0.6% | i | 0.5% | 4.2% | i | -0.9% | -0.5% | i | i
- COCCCN1C(=O)C(O)=C(C(=O)c2ccco2)C1c1ccccc1 (stereo unspecified)
 : i | -1.6% | -1.3% | i | -0.5% | 4.7% | i | -1.0% | 7.8% | i | ?
- N#CCc1ccc(NC(=O)Nc2cccc(Cl)c2)cc1
 : i | 0.8% | 2.7% | i | 0.9% | 11.9% | i | 2.9% | -13.8% | i | i
- N#Cc1c(NC(=O)COC(=O)C2CC3C=CC2C3)oc(-c2ccccc2)c1-c1ccccc1 (stereo unspecified)
 : i | 0.7% | -0.2% | ? | -1.6% | 14.7% | i | -3.6% | ? | ? | ?
- CCNCc1cc2cc(C)ccc2[nH]c1=O
 : 4.93e-08M* | · | · | i | · | · | i | · | · | 5.32e-08M* | ?
- c1coc(-c2ncc[nH]2)c1
 : i | -1.7% | -3.1% | i | 0.9% | -1.1% | i | -0.2% | 0.5% | i | i
- CCOC(=O)c1cc(C)n(CCCN2CCOCC2)c1C
 : i | -6.3% | -3.5% | i | 1.3% | 3.2% | i | -6.2% | 8.9% | i | ?
- CN1CCc2cc3c(cc2[C@@H]1[C@@H]1C(=O)Oc2c1ccc1c2OCO1)OCO3
 : · | -0.4% | -0.3% | · | -1.4% | · | · | -3.4% | 20.8% | · | ·
- Cc1[nH]c2ccccc2c1NC(=O)CN1CCN(Cc2ccc3c(c2)OCO3)CC1
 : i | 3.5% | -3.6% | ? | 0.5% | 18.7% | i | -2.6% | -3.9% | i | i
- Cc1nc(N2CCOCC2)c2nc(-c3ccccc3)n(CCCN(C)C)c2n1
 : · | -1.4% | 0.2% | · | 1.2% | · | · | 0.8% | 29.8% | · | ·
- O=C(CCn1cnc2ccccc2c1=O)Nc1ccc2c(c1)OCCO2
 : i | 0.0% | 0.0% | i | -0.1% | -6.9% | i | -0.3% | 0.8% | i | i
- C=CCn1c(SCC(=O)Nc2ccccc2CC)nnc1-c1ccncc1
 : i | 1.0% | 0.1% | ? | -0.3% | 4.5% | i | -0.8% | -5.0% | ? | i

An excerpt of these results, with each value named.
> N#Cc1c(NC(=O)COC(=O)C2CC3C=CC2C3)oc(-c2ccccc2)c1-c1ccccc1 (stereo unspecified)
  4MU fluor: i | BRCT PPI green: 0.7% | Caspase-1 inhib: -0.2% | Texas Red fluor: ? | BRCT PPI red: -1.6% | USP2a inhib: 14.7% | Rhodamine fluor: i | Caspase-7 inhib: -3.6% | HEK293 cAMP cs: ? | A350 autofl: ? | Fluorescein autfl: ?
> CCNCc1cc2cc(C)ccc2[nH]c1=O
  4MU fluor: 4.93e-08M* | BRCT PPI green: · | Caspase-1 inhib: · | Texas Red fluor: i | BRCT PPI red: · | USP2a inhib: · | Rhodamine fluor: i | Caspase-7 inhib: · | HEK293 cAMP cs: · | A350 autofl: 5.32e-08M* | Fluorescein autfl: ?

Next structures.
SMILES | 4MU fluor | BRCT PPI green | Caspase-1 inhib | Texas Red fluor | BRCT PPI red | USP2a inhib | Rhodamine fluor | Caspase-7 inhib | HEK293 cAMP cs | A350 autofl | Fluorescein autfl
CCOC(=O)c1[nH]c(COC(=O)c2ccccc2NC(=O)c2ccco2)c(C(=O)OCC)c1C | ? | 1.6% | -8.1% | i | -0.7% | 28.9% | i | -7.4% | 24.9% | ? | i
CCOC(=O)C(C)Oc1ccc(=O)n(-c2ccccc2)n1 (stereo unspecified) | i | -2.3% | 0.2% | i | -1.3% | -2.5% | i | 0.3% | -2.5% | i | i
O=c1oc2cc(O)ccc2c2oc3cc(O)ccc3c12 | 8.74e-06M* | · | · | i | · | · | i | · | · | 9.39e-06M* | ?
C/C(=C\c1ccco1)C1Nc2cccc3cccc(c23)N1 | i | -1.6% | -1.0% | ? | -2.8% | 19.7% | i | -9.4% | -62.0%[inhibitor] | i | i
Cc1ccc(Nc2nc3nonc3[nH]c2=O)cc1C | i | 6.2% | -1.0% | i | 0.8% | · | i | 1.9% | 22.6% | i | ?
O=C(NCCCn1ccnc1)c1ccc2c(c1)OCCO2 | i | -0.5% | 1.3% | i | 0.2% | -0.8% | i | -0.8% | 3.0% | i | i
CCCCCCCC#Cc1ccccc1/C=N/S(=O)c1ccc(C)cc1 (stereo unspecified) | · | -1.4%[15.4 µM] | -0.8%[11.5 µM] | · | 0.4%[15.4 µM] | · | · | -1.1%[11.5 µM] | 10.5%[11.4 µM] | · | ·
Cc1onc(-c2ccccc2Cl)c1C(=O)Nc1ccccc1C(N)=O | · | -1.0% | 1.7% | · | 0.4% | 4.8% | · | -0.2% | 0.5% | · | ·

Ordered by value in Caspase-1 inhib (lowest first): 3 of the compounds above.
| Structure | Caspase-1 inhib |
| --- | --- |
| CCOC(=O)c1[nH]c(COC(=O)c2ccccc2NC(=O)c2ccco2)c(C(=O)OCC)c1C | -8.1% |
| Cc1ccc(Nc2nc3nonc3[nH]c2=O)cc1C | -1.0% |
| CCOC(=O)C(C)Oc1ccc(=O)n(-c2ccccc2)n1 (stereo unspecified) | 0.2% |

Bioassay records (PubChem)

Some of the compounds tested. The share of hits here may be higher or lower than overall.
